# Assay outcomes as filed in PubChem BioAssay.
# SENP8 block-1: blocks human SENP8 cleavage of Nedd8 substrate. Q96LD8. recombinant SENP8, Nedd8 substrate fluorescence. inhibition, % at 20 µM. 360,000 compounds, 0.64% hits. AID 602440; in the data active means inhibition mostly above about 40%, no sharp cut-off; inactive means mostly below about 27%
# Target sequence (Q96LD8 whole entry, looked up): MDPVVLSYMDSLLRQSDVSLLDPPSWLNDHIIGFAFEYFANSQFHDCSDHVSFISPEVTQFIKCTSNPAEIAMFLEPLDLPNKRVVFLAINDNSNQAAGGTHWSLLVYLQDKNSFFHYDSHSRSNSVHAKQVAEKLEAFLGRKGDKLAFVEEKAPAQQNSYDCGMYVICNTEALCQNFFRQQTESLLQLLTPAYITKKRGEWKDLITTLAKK
# A3G deaminase: blocks human APOBEC3G single-stranded DNA deamination | Q9HC16 | recombinant A3G, ssDNA deamination FAM/TAMRA fluorescence | inhibition, % at 20 µM | 330,000 compounds, 0.28% hits | AID 493012;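 active means inhibition of at least 40% at 20 µM, with no more than 30% in the related APOBEC3A deaminase screen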;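 further: plate controls were DMSO wells with A3G for no effect and wells lacking A3G enzyme for full effect; some compounds called inactive have numbers as strong as hits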
# Target sequence (Q9HC16 whole entry, looked up): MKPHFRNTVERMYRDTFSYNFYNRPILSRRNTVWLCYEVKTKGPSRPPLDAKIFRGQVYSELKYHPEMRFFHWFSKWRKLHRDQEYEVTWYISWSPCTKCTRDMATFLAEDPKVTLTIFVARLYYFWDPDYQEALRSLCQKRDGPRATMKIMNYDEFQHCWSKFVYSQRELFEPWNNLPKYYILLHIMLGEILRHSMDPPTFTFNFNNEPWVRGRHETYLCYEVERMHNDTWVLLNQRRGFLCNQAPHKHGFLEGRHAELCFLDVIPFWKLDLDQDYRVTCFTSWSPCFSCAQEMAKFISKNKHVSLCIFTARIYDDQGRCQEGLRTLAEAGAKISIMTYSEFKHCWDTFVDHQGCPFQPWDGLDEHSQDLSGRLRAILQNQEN
# SENP1 FRET inh: SENP1 (human) catalytic domain inhibition. recombinant SENP1 catalytic domain, CyPet-SUMO1-YPet FRET cleavage. inhibition, % at 10 µM. 360,000 compounds, 0.21% hits;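 active means inhibition at least 30% at 10 µM, raw YFP signal under a set limit, fluorescence ratio 0.5 to 1.5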;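 further: 0% = enzyme with DMSO and 100% = no enzyme wells; some results filed as inactive read as strong as hits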
#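 Compound: 10 µM single point, 0.5% DMSO; Test system: hSENP1 catalytic domain, recombinant; Timing: 50 min reaction at room temperature; Technique: FRET, CFP and YFP emission; Control set: no-enzyme wells low, DMSO-plus-enzyme wells high control.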
# SENP8 block-2: SENP8 protease inhibition. purified SENP8, Z-RLRGG-aminoluciferin cleavage, luminescence. Q96LD8. AID 2540. inhibition, % at 10 µM. 330,000 compounds, 1.2% hits; in the data active means inhibition above about 50%
# SENP6 inh: SENP6 protease inhibition; Recombinant SENP6 catalytic domain, aminoluciferin luminescence; AID 2599; inhibition, % at 10 µM; 330,000 compounds, 1.8% hits;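 active means inhibition above about 50% at the single tested dose, limit read from the data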;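 further: plate controls were DMSO wells with enzyme for no effect and DMSO wells lacking enzyme for full effect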
# Apaf-1 inh: human Apaf-1 inhibition. O14727. reconstituted apoptosome caspase-3 activity, DEVD-Rh110 fluorescence. inhibition, % at 20 µM. 330,000 compounds, 0.71% hits. AID 489030; active means inhibition of at least 40% at 20 µM;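 further: plate controls were DMSO wells for no effect and DEVD-CHO caspase inhibitor wells for full effect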
#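 Material: reconstituted apoptosome with Apaf-1, cytochrome c, caspase-9, procaspase-3, dATP; medium: pH 7.5 Hepes buffer with CHAPS, BSA, DTT; also added: cytochrome c and DEVD-Rh110 substrate; timing: 30 min plus 50 min, RT; signal: Rh110 fluorescence intensity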
# SENP7 inh: inhibitors of human SENP7 protease. recombinant SENP7, Z-RLRGG-aminoluciferin luminescence, 40 min. inhibition, % at 5 µM. Q9BQF6. 330,000 compounds, 1.5% hits;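 active means inhibition above about 50% at the single test dose, limit read from the data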;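 further: plate controls were DMSO with enzyme for no effect and no enzyme buffer wells for full effect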
# UBC13 polyUb: human UBC13 polyubiquitination inhibition; P61088; UBC13 polyubiquitin chain formation, TR-FRET; inhibition, % at 20 µM; 330,000 compounds, 0.47% hits; AID 485273; in the data active means inhibition above about 45%, passing the limit was not always enough
# Target sequence (P61088 whole entry, looked up): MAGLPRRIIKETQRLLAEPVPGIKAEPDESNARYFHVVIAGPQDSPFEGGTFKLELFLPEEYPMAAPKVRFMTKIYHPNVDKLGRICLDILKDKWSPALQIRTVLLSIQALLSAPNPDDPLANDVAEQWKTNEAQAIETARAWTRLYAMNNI
# * marks the source's active call; other numbers are inactive results; . = no result given; & = joins results of further samples. This is a subset. The share of hits here may be higher or lower than overall.
1: COc1ccccc1N1CCN(CCCN=C2CC(=O)N(C)C(=O)N2C)CC1
2: COc1ccc(-c2cc(=O)c3c(O)cc(OC4OC(COC5OC(C)C(O)C(O)C5O)C(O)C(O)C4O)cc3o2)cc1O (stereo not given)
3: C[N+]1(C)CCC(=C(c2ccccc2)c2ccccc2)CC1
4: CCN(CC)CCOC(=O)c1ccc(N)cc1
5: CCC(NC(C)C)C(O)c1ccc(O)c2[nH]c(=O)ccc12 (stereo not given)
6: CCCCNc1ccc(C(=O)OCCN(C)C)cc1

entry no.,1,2,3,4,5,6
SENP8 block-1,2,19,9,4,-192,3
A3G deaminase,-4,5,1,-6,-7,-2
SENP1 FRET inh,1,-1,2,0,-24,4
SENP8 block-2,-2,-3,0,11,-2,3
SENP6 inh,1,9,-14,-4,-14,1
Apaf-1 inh,-5,10,18,-10,-8,-9
SENP7 inh,5,-6,-12,4,2,-15
UBC13 polyUb,-9,-27,-16,2,4,4

7: N[C@@H](Cc1c[nH]c2ccc(O)cc12)C(=O)O
8: CC1Cc2ccccc2N1NC(=O)c1ccc(Cl)c(S(N)(=O)=O)c1 (stereo not given)
9: NC(N)=O
10: CN(C)CCCC1(c2ccc(F)cc2)OCc2cc(C#N)ccc21 (stereo not given)
11: COc1ccc(C[C@H]2COC(=O)[C@@H]2Cc2ccc(OC3OC(CO)C(O)C(O)C3O)c(OC)c2)cc1OC (stereo not given in full)
12: Nc1nc(O)c(N=Nc2ccc(S(N)(=O)=O)cc2)c(=O)[nH]1

entry no.,7,8,9,10,11,12
SENP8 block-1,-1,2,-1,4,13,.
A3G deaminase,-5,-4,-5,1,28,8
SENP1 FRET inh,-9,0,0,3,1,.
SENP8 block-2,-11,8,-11,0,-9,-5
SENP6 inh,-10,-4,-22,-4,-6,13
Apaf-1 inh,11,-12,6,-4,1,-10
SENP7 inh,-3,3,-7,1,1,1
UBC13 polyUb,-27,6,-15,-1,1,-15

13: C/C=C(/C)C(=O)OC(C)(C)[C@@H]1Cc2c(ccc3ccc(=O)oc23)O1
14: CCCCNc1ccc(C(=O)OCCOCCOCCOCCOCCOCCOCCOCCOCCOC)cc1
15: C/C=C/C(=O)N(CC)c1ccccc1C
16: COc1ccc(-c2cc(=O)c3c(O)cc(O[C@@H]4O[C@H](CO[C@@H]5O[C@@H](C)[C@H](O)[C@@H](O)[C@H]5O)[C@@H](O)[C@H](O)[C@H]4O)cc3o2)cc1O
17: CNCCCN1c2ccccc2CCc2ccccc21
18: Cc1cccc2c1NC(=O)C2(c1ccc(O)cc1)c1ccc(O)cc1

entry no.,13,14,15,16,17,18
SENP8 block-1,-497,-8,14,18,13,10
A3G deaminase,5,-5,-1,-6,-6,-8
SENP1 FRET inh,0,-3,-1,-1,0,2
SENP8 block-2,-2,11,1,13,0,-6
SENP6 inh,6,-6,1,-12,2,-10
Apaf-1 inh,12,-7,-8,-8,1,10
SENP7 inh,5,4,0,-5,-7,5
UBC13 polyUb,20,4,-8,-7,24,16

19: CCCc1nc(C(C)(C)O)c(C(=O)O)n1Cc1ccc(-c2ccccc2-c2nn[nH]n2)cc1
20: CC(C)=CCOc1c2ccoc2cc2oc(=O)ccc12
21: Cc1c(C(=O)O)c(O)cc2c1C(=O)c1c(O)c([C@@H]3O[C@H](CO)[C@@H](O)[C@H](O)[C@H]3O)c(O)c(O)c1C2=O
22: NOCC(=O)O
23: COc1cc(-c2oc3cc(O)cc(O)c3c(=O)c2O[C@@H]2O[C@H](COC3O[C@@H](C)[C@H](O)[C@@H](O)[C@H]3O)[C@@H](O)[C@H](O)[C@H]2O)ccc1O (stereo not given in full)
24: COC(=O)C1=CO[C@@H](O[C@@H]2O[C@H](CO)[C@@H](O)[C@H](O)[C@H]2O)C2C1C[C@H](O)[C@@H]2C (stereo not given in full)

entry no.,19,20,21,22,23,24
SENP8 block-1,.,9,19,1,11,10
A3G deaminase,-8,-10,-8,-3,-9,-10
SENP1 FRET inh,.,2,-6,2,8,1
SENP8 block-2,2,-4,15,-11,-10,-9
SENP6 inh,-59,-17,0,-12,-17,-14
Apaf-1 inh,-4,-4,3,14,4,-1
SENP7 inh,-1,9,4,-8,-17,-4
UBC13 polyUb,-18,4,-75,-6,-18,-15

25: Cc1ccc(=O)n(-c2ccccc2)c1
26: Cc1ccc(N(CC2=NCCN2)c2cccc(O)c2)cc1
27: CCc1ccc(CCOc2ccc(CC3SC(=O)NC3=O)cc2)nc1 (stereo not given)
28: CC(=O)Nc1ccc(CC(=O)O)cc1
29: COc1ccc(C2CNC(=O)C2)cc1OC1CCCC1 (stereo not given)
30: CC1(C)O[C@H]2CC(=O)OC[C@@]23C1CC(=O)[C@]1(C)C3CC[C@@]2(C)[C@H](c3ccoc3)OC(=O)[C@H]3O[C@]321 (stereo not given in full)

entry no.,25,26,27,28,29,30
SENP8 block-1,-50,-2&1&4,0,2,9,16
A3G deaminase,-10,3&-5&-6,-1,-6,10,-12
SENP1 FRET inh,-1,-1&2&2,0,1,1,0
SENP8 block-2,6,4,-8,4,-7,-12
SENP6 inh,15,-7,-6,-2,1,-24
Apaf-1 inh,-10,-9,-3,-9,13,2
SENP7 inh,5,1,-7,6,13,-13
UBC13 polyUb,-3,11,-25,8,-10,-1

31: N#Cc1ccc(C(c2ccc(C#N)cc2)n2cncn2)cc1
32: CC(=O)CCCCn1c(=O)c2c(ncn2C)n(C)c1=O
33: NC1CCN(c2nc3c(cc2F)c(=O)c(C(=O)O)cn3-c2ccc(F)cc2F)C1 (stereo not given)
34: CC12CCC(=O)C=C1CCC1C2CCC2(C)C1CCC2(O)C(=O)CO (stereo not given)
35: O=C(O)CCC(=O)c1ccc(-c2ccccc2)cc1
36: O=C(O)c1cccnc1Nc1cccc(C(F)(F)F)c1

entry no.,31,32,33,34,35,36
SENP8 block-1,-1,7,-270,8,9,19
A3G deaminase,-5,-7,-2,-7,-5,-4
SENP1 FRET inh,-2,3,-2,0,-2,-1
SENP8 block-2,8,-6,1,-9,23,8
SENP6 inh,4,-8,-20,4,29,20
Apaf-1 inh,-7,5,-6,-1,12,-8
SENP7 inh,1,-2,7,-5,-2,5
UBC13 polyUb,5,3,13,-10,-14,-5

37: CN1CCCN=C1COC(=O)C(O)(c1ccccc1)C1CCCCC1 (stereo not given)
38: CCCCCC(=O)O[C@]1(C(C)=O)CC[C@H]2[C@@H]3CCC4=CC(=O)CC[C@]4(C)[C@H]3CC[C@@]21C
39: CN(C)CCC[C@]1(c2ccc(F)cc2)OCc2cc(C#N)ccc21
40: C1COC(NC(C2CC2)C2CC2)=N1
41: CCOC(=O)[C@H](CCc1ccccc1)N[C@@H](C)C(=O)N1Cc2ccccc2C[C@H]1C(=O)O
42: Oc1cc2c(cc1O)[C@H]1c3ccc(O)c(O)c3OC[C@@]1(O)C2
43: Oc1ccc(C2CNCCc3c2cc(O)c(O)c3Cl)cc1 (stereo not given)

entry no.,37,38,39,40,41,42,43
SENP8 block-1,-4,2,7,-7,-4,18,-151&7
A3G deaminase,-3,-4,-6,0,-5,59*,-4&-7
SENP1 FRET inh,0,0,0,-3,0,-7,5&-3
SENP8 block-2,6,-5,-2,3,-4,1,5&6
SENP6 inh,-16,-4,-16,-14,-16,6,-1&13
Apaf-1 inh,-6,40,8,1,1,-3,-5&-5
SENP7 inh,0,-3,-11,0,-9,-2,0&-4
UBC13 polyUb,7,-4,-12,8,-38,16,11&39
